Compound activity as filed in PubChem.
RORg inh: inhibitors of mouse ROR gamma transcriptional activity. P51450. Potency, µM (top dose mostly 53.6 µM), for the others: at the highest dose activity change, negative = inhibition, actives largely listed as inhibitors. Drosophila S2 Gal4-RORgamma UAS-luciferase reporter, 20 h. 5.4% of 310,000 active; note: potency is the fitted concentration of half-maximal effect; % is set by controls: 0 for no effect and ±100 for the full control effect; nearly all actives have a fitted effect of over 60% in size
Target sequence (P51450 whole entry, looked up, the tested form may be a part): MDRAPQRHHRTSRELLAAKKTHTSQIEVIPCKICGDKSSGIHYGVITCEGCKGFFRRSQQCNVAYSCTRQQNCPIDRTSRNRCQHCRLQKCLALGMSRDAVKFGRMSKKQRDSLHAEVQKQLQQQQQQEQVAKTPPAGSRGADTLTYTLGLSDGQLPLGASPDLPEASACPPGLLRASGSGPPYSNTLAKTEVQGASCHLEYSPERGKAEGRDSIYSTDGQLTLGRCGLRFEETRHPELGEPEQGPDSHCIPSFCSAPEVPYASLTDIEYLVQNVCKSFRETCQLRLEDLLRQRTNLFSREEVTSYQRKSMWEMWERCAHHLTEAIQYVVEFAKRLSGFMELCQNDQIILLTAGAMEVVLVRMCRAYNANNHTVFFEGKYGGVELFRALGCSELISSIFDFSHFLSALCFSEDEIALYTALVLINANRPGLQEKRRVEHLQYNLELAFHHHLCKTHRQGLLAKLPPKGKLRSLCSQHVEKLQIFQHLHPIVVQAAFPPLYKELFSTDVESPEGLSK
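Stable Schneider cell line, Gal4 DNA-binding domain fused to ROR gamma, UAS-luciferase. Cmpd 1 hr RT → CuSO4 700 uM final → 20 hr RT → luciferase reagent 10 min → luminescence.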
p53 reactivation: re-activators of mutant p53 | Potency, µM (top dose mostly 92.2 µM), without a hit: top-dose activity change, positive = activation, actives largely listed as activators | H1299 p53-A138V BP100-luciferase reporter, luminescence, 24 h | 0.063% of 320,000 active; note: potency is the fitted concentration of half-maximal effect; % of control where 0% means no effect; nearly all actives have a fitted effect of over 45% in size
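H1299 (p53-null), stable ts p53-A138V + BP100-Luc; 1000 cells/well, Opti-MEM/10% FBS; cpd 4 pt, 1:5; 24 h, 37 deg C, 5% CO2; detection reagent 10 min RT; luminescence.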
TRPV1 ag: activates the human vanilloid receptor TRPV1 | Q8NER1 | TRPV1-expressing cells, Fluo-8 calcium influx, agonist mode | activation, % at 8.33 µM | 0.19% of 320,000 active | AID 540275; in the data active = activation above about 80%; inconclusive = between about 30% and that limit; note: 0% is about no effect
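Fluo-8 calcium influx in TRPV1-expressing cells, kinetic read (ex 480/em 520 nm). Compound added and read 3 min for agonist activity, followed by capsaicin at EC20 final and 2 min further read for enhancement.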
ELG1 genotoxic: genotoxicity induction in ELG1-luciferase HEK293T cells; 1.3% of 330,000 active; HEK293T ELG1-luciferase reporter, luminescence, 16 h; Potency, µM (highest dose often 46 µM), for inactives: at the top dose activity change, positive = activation, most hits filed as activators; AID 504466; note: potency is the fitted concentration of half-maximal effect; % of control where 0% means no effect; nearly all actives have a fitted effect of over 60% in size
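Genotoxic stress is detected as increased luminescence from luciferase-tagged ELG1 in HEK293T cells, measured with ONE-Glo after a 16 hr treatment at 37 °C.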
ELG1 DNA repair: ELG1-dependent DNA repair inhibition | HEK293T ELG1-luciferase reporter, luminescence, 16 h; DNA damage induced by 5-fluorouridine | Potency, µM (series often up to 46.1 µM), for inactives: at the highest dose activity change, negative = inhibition, actives largely listed as inhibitors | 2.3% of 330,000 active | AID 504467; note: potency is the fitted concentration of half-maximal effect; % is set by controls: 0 for no effect and ±100 for the full control effect; nearly all actives have a fitted effect of over 55% in size
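Overnight (16 hr) co-exposure of 2,000 cells/well to 5-fluorouridine and compound at 37 °C preceded detection. Luciferase was quantified via ONE-Glo luminescence; loss of signal denotes inhibition.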
Rab9 prom act: Rab9 promoter activation; Huh7 Rab9 promoter-luciferase reporter, luminescence, 24 h; 2.8% of 320,000 active; Potency, µM (titrated, usually from 9.22 µM), for inactives: top-dose activation, negative = inhibition, actives largely listed as activators; note: potency is the fitted concentration of half-maximal effect; % of control where 0% means no effect; nearly all actives have a fitted effect of over 60% in size
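Luminescence from Amplite-detected luciferase (10 minutes, ambient) reports Rab9 promoter activation. Before that, stable Rab9-luciferase Huh7 cells (1500/well, reduced-serum OP-MEM I plus 10% FBS) were exposed to compound for 24 hours at 37C.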
BRCA1 expr act: increases BRCA1 expression | MCF7-BRCA1-FFLuc reporter, luminescence, 48 h; response scale: scaled: vehicle 0%, 10 µM genistein 100% | Potency, µM (titrated, usually from 46.1 µM), without a hit: at the highest dose activation, actives largely listed as activators | 1.1% of 380,000 active; note: potency is the fitted concentration of half-maximal effect; nearly all actives have a fitted effect of over 80% in size; some results filed as inactive show a strong effect at the top dose
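48 h compound treatment of MCF7-BRCA1-FFLuc cells (phenol-red free MEM, 37 °C), then 15 min with luciferase substrate and luminescence imaging.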
Tb PFK block: inhibitors of T. brucei phosphofructokinase | O15648 | T. brucei PFK, ADP-Glo luminescence | Potency, µM (series often up to 57.5 µM), without a hit: top-dose activity, negative = inhibition, most hits filed as inhibitors | 0.17% of 330,000 active | AID 485367;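 note: potency is the fitted concentration of half-maximal effect; 0% = uninhibited 1x PFK enzyme wells and -100% = no-enzyme wells; nearly all actives have a fitted effect of over 60% in size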
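Activity is normalized to no-enzyme wells (full inhibition) and 1.25 nM enzyme wells (no inhibition). Reaction: 0.5 mM F6P, 0.1 mM ATP, 45 min RT, ADP-Glo luminescence; concentration-response curves fitted and classed by quality.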
VP16 counter: inhibits Gal4-VP16 luciferase reporter, ROR gamma counter-screen. Drosophila S2 Gal4-VP16 UAS-luciferase, luminescence, 20 h. Potency, µM (doses to about 53.6 µM), for inactives: at the top dose activity, negative = inhibition, hits mostly inhibitors. 3.5% of 310,000 active. AID 2546;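 note: Gal4-VP16 expression switched on by copper sulfate through the metallothionein promoter; potency is the fitted concentration of half-maximal effect; % is set by controls: 0 for no effect and ±100 for the full control effect; nearly all actives have a fitted effect of over 50% in size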
NPC1 promoter act: activates the NPC1 promoter. Huh7 NPC1 promoter luciferase reporter, 24 h. AID 485313. Potency, µM (top dose mostly 9.22 µM), for the others: at the highest dose activation, most hits filed as activators. 2.4% of 320,000 active;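 note: potency is the fitted concentration of half-maximal effect; % of control where 0% means no effect; nearly all actives have a fitted effect of over 60% in size; reporter is driven by a mutant NPC1 promoter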
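Readout is luciferase luminescence, reflecting NPC1 promoter activation in stably transfected Huh7 cells after 24 h compound exposure at 37 °C in reduced-serum medium with 10% FBS.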
FLuc modulator: inhibits or activates purified firefly luciferase, miR-21 counter-screen; P08659; AID 588342; Potency, µM (titrated, usually from 57.5 µM), for inactives: top-dose activity change, negative = inhibition, hits mostly inhibitors; 6.9% of 360,000 active; purified FLuc, Km substrates, luminescence inhibition;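 note: potency is the fitted concentration of half-maximal effect; plate controls were vehicle for no effect and reference inhibitor for full effect; nearly all actives have a fitted effect of over 55% in size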
Target sequence (P08659 whole entry, looked up): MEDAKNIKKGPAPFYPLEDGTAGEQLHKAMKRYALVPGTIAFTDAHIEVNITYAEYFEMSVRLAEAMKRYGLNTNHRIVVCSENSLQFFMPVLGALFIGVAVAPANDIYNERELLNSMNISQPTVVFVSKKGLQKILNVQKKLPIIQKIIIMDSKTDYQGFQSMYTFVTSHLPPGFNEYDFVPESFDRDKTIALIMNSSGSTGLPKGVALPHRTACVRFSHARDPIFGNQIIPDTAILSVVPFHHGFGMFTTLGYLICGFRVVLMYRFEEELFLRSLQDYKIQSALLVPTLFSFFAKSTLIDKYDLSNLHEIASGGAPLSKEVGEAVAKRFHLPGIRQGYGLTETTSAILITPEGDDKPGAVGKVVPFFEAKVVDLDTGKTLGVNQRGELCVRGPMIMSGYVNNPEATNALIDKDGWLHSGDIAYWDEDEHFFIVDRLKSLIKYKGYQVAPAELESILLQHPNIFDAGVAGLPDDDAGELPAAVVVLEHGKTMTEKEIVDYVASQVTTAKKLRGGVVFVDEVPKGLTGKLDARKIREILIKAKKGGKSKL
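Purified P. pyralis luciferase (10nM final) with 10uM D-luciferin and 10uM ATP (Km levels) in 50mM Tris acetate pH 7.5, 10mM Mg acetate, 0.01% Tween-20, 0.05% BSA; qHTS 6-point titration, ~60 µM downward; luminescence read.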
* = called active by the depositor; ? = inconclusive; / = no result given; & = joins results of further samples; [ ] = dose if it differs, or a comment. Unless noted, calls come from the whole dose curve; as a rule, active = well fitted curve in the direction sought with a large enough effect; inconclusive = small, poorly fitted or top-dose-only effect, or another doubt; inactive = no such curve, though single readings can be large; an effect the other way counts as inactive or inconclusive.

Below each SMILES – RORg inh, p53 reactivation, TRPV1 ag, ELG1 genotoxic, ELG1 DNA repair, Rab9 prom act, BRCA1 expr act, Tb PFK block, VP16 counter, NPC1 promoter act, FLuc modulator
COc1ccc(C(CNC(=O)COc2ccc([N+](=O)[O-])cc2)N2CCCCC2)cc1 (centres undefined)
→ -1%, -2%, 5, 1%, 18%, -3%, -20%, 0%, -5%, 2%, 4%
Cc1ccc(NC(=O)Cn2c(=O)oc3ccccc32)cc1C
→ 9%[1.91 µM], 6%, 14, 3%, 8%, -1%, 7%, -2%, 5%, -3%, -1%&6%
Cc1ccc(C)[n+](CC(=O)N2CCCCC2)c1
→ -3%, 2%, -4, 0%, 0%, -9%, 0%, 1%, -7%, -1%, -1%
CCOC(=O)N/N=C/c1c(F)cccc1F
→ 1%, ?, 0, 13%, ?, 14%, 82%, -8%, 14%, 9%, ?
Cc1ccc(S(=O)(=O)NCCC(=O)NC2CCN(Cc3ccccc3)CC2)cc1
→ /, 8%, 0, ?, ?, 0%, -20%, 0%, /, -3%, 4%
Cn1ccnc1SCC(=O)NC1(C#N)CCCCC1
→ /, 10%, 0, 0%, 3%, -2%, 1%, 4%, /, -10%, 1%
O=C(Cn1cnc2sc3c(c2c1=O)CCCC3)NCC(=O)Nc1c(F)cccc1F
→ 8%, -5%, 2, 0%, 1%, 2%, -6%, 10%, -9%, -4%, -1%
O=C(CSc1nncc(=O)[nH]1)NC1CCCCC1
→ -4%, 6%, 0, 0%, 25%, 0%, -5%, 7%, 3%, -3%, 0%
COc1ccc([C@@H]2[C@@H]3C(=O)N(C(C)(C)C)C(=O)[C@@H]3[C@]3(Cc4ccc(Cl)cc4)C(=O)N(c4ccc(C)cc4)C(=O)N23)cc1
→ /, 22%, -3, 0%, 12%, -6%, -13%, 0%, /, -5%, 3%
O=C(/C=C/NNC(=O)c1cccc(Br)c1)c1cccc(Br)c1
→ 18%, ?, -1, 2%, -5%, -2%, -32%, 1%, -6%, -1%, -20%
COc1ccc(S(=O)(=O)N2CCCC(C(=O)O)C2)cc1Cl (centres undefined)
→ -16%, /, 2, /, /, /, -9%, /, 4%, /, 7%
CC(Sc1nnnn1C)C(=O)NC1CCCC1 (centres undefined)
→ /, 2%, /, 3%, 12%, /, 4%, 1%, /, /, /
O=C(COC(=O)C12CC3CC(CC(O)(C3)C1)C2)NCCc1ccc(Cl)cc1
→ ?, -2%, 6, 4%, -4%, -1%, 4%, 0%, -7%[10 µM], -3%, -6%
COCCN(CCOC)S(=O)(=O)NC[C@H]1O[C@@H](n2cnc3c(N)ncnc32)[C@H](O)[C@@H]1O
→ /, -1%, /, -3%, -4%, /, 5%, 1%, /, /, /
CCOC(=O)N1CCN(C(=O)c2oc3ccc(S(=O)(=O)N4CCCCCC4)cc3c2C)CC1
→ 11%, -2%, 11, -9%, ?, -4%, -27%, -1%, -4%, -6%, 5%
COC(=O)CCCCC1SCC2NC(=O)NC21 (centres undefined)
→ -5%, -1%, 0, 4%, 20%, 29%, -1%, 1%, -1%, -1%, -1%
CC(=O)CSc1nc2ccccc2s1
→ ?, 24%, 2, 15%, ?, 26%, 13µM*, 3%, 21%, 20%, -14%
COc1cccc(N2CCN(C(C)C(=O)NC34CC5CC(CC(C5)C3)C4)CC2)c1 (centres undefined)
→ 11%, 0%, 30, -8%, -4%, -6%, -21%, 0%, -6%, -4%, -1%
Cc1cc(NC(=O)Nc2cccs2)no1
→ 18%, 12%, -2, 18%, 3%, 0%, 36%, -6%, -4%, 1%, -5%
CC(C)OP(=O)(c1ccccc1)c1ccccc1
→ 13%, 0%, 2, 6%, 7%, -1%, 13%, -1%, 3%, -1%, 2%
COc1ccc(C)cc1NC(=O)CSc1nc2ccccc2nc1N1CCCCC1
→ ?, 23%, 7, -6%, ?, 0%, -17%, 2%, -15%, 0%, 0%
COc1ccc(NC(=O)CSCC(=O)Nc2ccc(S(=O)(=O)N3CCCC3)cc2)cc1
→ -24%, -6%, 7, -5%, 0%, 6%, -1%, 0%, 0%, -6%, 8%
O=C(CSc1nnnn1C1CCCCC1)N1CCCC1
→ 20%, 10%, -1, 9%, ?, 7%, 1%, -2%, 1%, 8%, -2%
Cc1ccc(NC(=S)NC(=O)c2ccc(F)cc2)cc1S(=O)(=O)Nc1ccccc1Cl
→ 4.5µM*, 0%, 6, -5%, ?, -5%, -57%, 5%, 6.3µM*, -8%, -1%
CC(=O)Cc1nsc(NC(=O)C2Cc3ccccc3C(=O)O2)n1 (centres undefined)
→ -2%, 4%, 0, 7%, 19%, -2%, -15%, 9%, 2%, 1%, 0%
CCCCN(CCCNC(=O)C1CCN(C(=O)c2cc3sccc3n2C)CC1)Cc1ccccc1
→ -25%, 3%, 15, -1%[9.26 µM], 4%, 0%, -5%, -1%, -7%, -3%, 0%
CC(C)(C)OC(=O)N[C@@H](Cc1ccccc1)c1nnc(S(=O)(=O)Cc2cccc(F)c2)o1
→ 4.5µM*, -13%, 25, 7%, ?, -6%, -82%, -2%, 4.5µM*, 2%, ?
O=C(COC(=O)c1ccc(O)cc1)NC(c1ccccc1)c1ccccc1
→ /, -2%, /, 0%, -44%, /, -5%, 0%, /, /, /
CCOC(=O)C(NS(=O)(=O)c1ccc(Br)cc1)C(C)C (centres undefined)
→ -4%, -15%, -2, 0%, 3%, 7%, 10%, 0%, -9%, 7%, 1%
O=C(c1ccc(N2CCCCS2(=O)=O)cc1)N1CCN(c2ccccc2F)CC1
→ 6%, 8%, 4, -9%, ?, -12%, -22%, -8%, 0%, -2%, -2%
CSc1ncc(CN2CCCC(C(=O)c3ccc(C(C)(C)C)cc3)C2)cn1 (centres undefined)
→ ?, ?, 20, 7%, 22%, 20%, ?, 0%, 2%, 16%, ?
Cc1cc2oc(C(=O)N(Cc3ccccc3)C3CCS(=O)(=O)C3)c(C)c2cc1C (centres undefined)
→ -34%, -10%, 1, 0%, -10%, 5%, -68%, 22%, -25%, -2%, 4%
O=C(Nc1ccc(N2C(=O)C3C4C=CC(C4)C3C2=O)cc1Cl)c1cccs1 (centres undefined)
→ 1%, 2%, 10, 7%, ?, 15%, 0%, 2%, -2%, -1%, 0%
O=C(O)c1ccc2nnn(O)c2c1
→ -18%, -3%, 0, -1%, -4%, -3%, -11%, -1%, -8%, -1%, -6%
Cc1sc2ncn(CC(=O)NCCCC(=O)N3CCN(Cc4ccc5c(c4)OCO5)CC3)c(=O)c2c1C
→ 10%, 0%, -1, -11%, ?, -10%, -23%, 0%, 3%, -8%, -20%
O=C1CCc2cc(S(=O)(=O)NC(C(=O)NCc3cccnc3)c3ccccc3)ccc2N1 (centres undefined)
→ -14%, -1%, -3, -1%, 1%, 0%, -17%, -2%, 2%, 1%, 1%
CNC(=O)CN(c1cc(C)ccc1OC)S(=O)(=O)c1ccc(C)cc1
→ -19%[0.365 µM], -14%, 0, -7%, 0%, 0%, 1%, -11%, /, -2%, -1%
O=C(O)C1CCC(CNS(=O)(=O)c2ccccc2)CC1 (centres undefined)
→ 2%, 2%, 8, -2%, -5%, -2%, -5%, 0%, 2%, -6%, 0%
CC1(c2nnc(-c3ccc(F)cc3)o2)CC(c2ccc([N+](=O)[O-])cc2)=NO1 (centres undefined)
→ 0%, 8%, 2, -2%, -22%, -9%, 5%, -1%, -4%, -10%, 3%
COc1ccc(CC(=O)NNC(=O)c2cccs2)cc1OC
→ -16%, -2%, 0, 1%, 9%, -3%, 12%, -1%, -11%, 1%, -1%
O=C(CNC(=O)c1ccccc1F)NCCN1C(=O)S/C(=C\c2ccc3c(c2)OCO3)C1=O
→ /, -5%, 4, 0%, 12%, 5%, 3%, -4%, /, -3%, /
Cc1c(C(=O)N2CCCCC2)c(S(=O)(=O)N2CCC(C)CC2)c(C)n1C
→ -13%, -10%, 3, 0%, 12%, -3%, -7%, 1%, 1%, -1%, 0%
COc1ccc(C(=O)NCc2nnc(SCC(=O)Nc3cc(C)on3)o2)cc1OC
→ -10%, -1%, 0, 4%, 11%, -9%, 1%, -4%, -3%, -2%, 5%
COc1ccc(CC(=O)NNC(=O)c2ccccn2)cc1
→ ?, /, -4, 6%, 0%, 7%, 17%, -4%, -21%, -4%, 4%
COCCCNC(=O)c1ccc(-c2csc(C)n2)cc1
→ 1%, 18%, 2, ?, ?, ?, 4%, -4%, -1%[10 µM], ?, ?
CC1CCN(S(=O)(=O)c2ccc(NC(=O)N3c4ccccc4Sc4ccccc43)cc2)CC1
→ 0%, 2%, 1, -3%, 11%, -9%, -9%, 0%, -16%[0.365 µM], -3%, 0%
O/N=C/c1ccc2cccc(OCc3ccccc3)c2n1
→ -1%, -6%, -2, -4%, 3%, 2%, -45%, 3%, 0%, -2%, 3%
